GPR55 antagonists: inhibition of LPI-stimulated GPR55 beta-arrestin translocation – imaging, U2OS, beta-arrestin-GFP, LPI agonist, primary screen (AID 2013). U2OS GPR55 beta-arrestin-GFP translocation imaging, LPI antagonism; higher % means a stronger effect. inhibition, % at 10 µM, or IC50 in µM where a hit was titrated. 290,000 compounds, 0.13% hits;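 active means spots per cell inhibited over 60%, with over 100 cells counted and total cytoplasm intensity under 500,000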;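 further: U2OS cells stably carrying GPR55 and arrestin-GFP stimulated by 5 µM LPI near EC80; imaged beta-arrestin-GFP aggregate spots per cell after agonist stimulation; plate controls were LPI-stimulated DMSO wells for no effect and DMSO wells without LPI for full effect; some results filed as inactive read as strong as hits; confirmed hits need IC50 under 10 µM and bright autofluorescent wells are also inconclusive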
GPR35 antagonists: GPR35 antagonists blocking zaprinast-driven arrestin recruitment, primary screen, imaging, U2OS, beta-arrestin-GFP, zaprinast agonist (AID 2058) | U2OS GPR35 beta-arrestin-GFP translocation imaging, zaprinast antagonism; higher % means a stronger effect | one-dose inhibition, % at 10 µM; IC50 in µM for titrated hits | 290,000 compounds, 0.052% hits;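 active means inhibition of at least 50% with at least 30 cells and total cytoplasm GFP at most 10,000,000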
NTR1 ag: agonists of NTR1, primary screen, imaging, U2OS cells, beta-arrestin-GFP, high content (AID 493036) | activation, % at 20 µM | NTR1-U2OS beta-arrestin-GFP spot imaging, agonist mode | P30989 | 330,000 compounds, 0.17% hits;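 active means activation at or above 40% of the spot to cytoplasm intensity ratio, with at least 20 cells analyzed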;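 further: 0% = DMSO without peptide and 100% = 100 nM NTR1 peptide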
Target sequence (P30989 whole entry, looked up): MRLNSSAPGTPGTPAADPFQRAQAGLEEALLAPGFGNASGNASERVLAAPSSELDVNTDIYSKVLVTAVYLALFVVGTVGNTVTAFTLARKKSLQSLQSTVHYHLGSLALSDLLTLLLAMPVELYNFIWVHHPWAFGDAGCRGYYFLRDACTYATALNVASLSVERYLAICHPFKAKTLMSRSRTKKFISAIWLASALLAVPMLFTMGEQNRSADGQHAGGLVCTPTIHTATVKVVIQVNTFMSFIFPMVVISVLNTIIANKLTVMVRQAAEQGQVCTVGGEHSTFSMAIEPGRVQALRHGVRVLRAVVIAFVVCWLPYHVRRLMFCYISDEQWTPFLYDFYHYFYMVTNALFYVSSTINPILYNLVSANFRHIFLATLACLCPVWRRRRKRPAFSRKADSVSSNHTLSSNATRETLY
MgcRacGAP inhibition: MgcRacGAP GTPase-activating activity inhibitors, confirmation, biochemical, ADP Hunter fluorescence; MgcRacGAP-stimulated Rac1 GTP hydrolysis, ADP Hunter fluorescence; higher % means a stronger effect; GST-tagged Rac1 F28L mutant substrate; inhibition, % at 30 µM, or IC50 in µM where a hit was titrated; 340,000 compounds, 0.6% hits;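 active means first-screen hits whose inhibition reached a set limit at any dose in the follow-up dose series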;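 further: fluorescence reports GDP produced by GAP-driven GTP hydrolysis; strong numbers were not always called active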
AID2073: disruptors of CaV2.2 binding to Mint1 – biochemical, HTRF (AID 2073) | HTRF protein-protein interaction, Mint1-CaV2.2; higher % means a stronger effect | inhibition, % at 20 µM, or IC50 in µM where a hit was titrated | 290,000 compounds, 0.19% hits; in the data active means inhibition mostly above about 51%, no sharp cut-off; further: some results filed as inactive read as strong as hits
SV40 large T antigen: SV40 large T antigen inhibitors, biochemical (AID 1903); 310,000 compounds, 0.39% hits; SV40 large T antigen ATPase/helicase inhibition assay; higher % means a stronger effect; one-dose inhibition, % at 20 µM; IC50 in µM for titrated hits; in the data active means a potency from the dose series; further: strong numbers were not always called active
Yfh1-depleted yeast: enhancers of respiration in Yfh1-depleted yeast, dose response, Friedreich's ataxia, plus single-dose screen (AID 1465). S. cerevisiae Yfh1-off respiration, WST-1 reduction, 72 h; higher fold induction means a stronger effect. one-dose fold induction at 50 µM; EC50 in µM for titrated hits. 220,000 compounds, 0.074% hits;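 active means fold induction of absorbance versus untreated yeast above a set limit, then at least 30% activation at any dose in follow-up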;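 further: activators that raise dye reduction in frataxin-depleted yeast; strong numbers were not always called active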
NS5 inhibitors: flavivirus cap methylation enzyme inhibition – biochemical, confirmation dose response, primary screen (AID 588689). inhibition, % at 25 µM; hits with a dose series show IC50 in µM. Dengue-2 NS5 methyltransferase capping enzyme assay, biochemical; higher % means a stronger effect. 340,000 compounds, 0.3% hits; in the data active means a potency from the dose series
GPR55 activation: GPR55 agonists via beta-arrestin recruitment, primary screen, imaging, U2OS cells, beta-arrestin-GFP redistribution (AID 1961); 290,000 compounds, 0.048% hits; U2OS GPR55 beta-arrestin-GFP redistribution imaging; higher % means a stronger effect; activation, % at 10 µM, or EC50 in µM where a hit was titrated;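 active means activation above 40% with more than 50 cells counted in the well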;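 further: U2OS osteosarcoma cells stably expressing GPR55 and beta-arrestin-GFP; plate controls were DMSO negative control for no effect and LPI positive control for full effect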
NTR1 ag cell count 20 µM: second read-out of NTR1 ag, no call of its own (marks repeat the call); cell count; measured here: cell count, cytotoxicity flag
NS5 inhibitors pilot replicate: further read-out of NS5 inhibitors, marked with its call; inhibition, %; measured here: pilot screen replicate inhibition
Active calls of the source: *; i = inactive; nt = not tested or not shown.

SMILES	GPR55 antagonists	GPR35 antagonists	NTR1 ag	NTR1 ag cell count 20 µM	MgcRacGAP inhibition	AID2073	SV40 large T antigen	Yfh1-depleted yeast	NS5 inhibitors	GPR55 activation	others
Cc1ccc(N2CC(C(=O)Nc3cccc(F)c3)CC2=O)cc1 (stereo unspecified)	12%	12%	-0.8	45	-1%	-8%	8%	i	3%	0.4%
CC1=C(C(=O)OCc2ccccc2)C(c2ccc(Br)cc2)NC(=O)N1CCCCCC(=O)O (stereo unspecified)	nt	nt	2.6	58	5%	nt	17%	i	-5%	nt
O=[N+]([O-])c1cc([N+](=O)[O-])c(Oc2cncc(Cl)c2)cc1NN1CCCCC1	-11%	-9%	11	98	5%	-4%	10%	nt	-15%	-0.2%
CS(=O)(=O)c1nc(S(=O)(=O)c2ccc(Cl)cc2)c(N2CCC3(CC2)OCCO3)s1	-6%	15%	0.2	65	8%	17%	12%	nt	-11%	-0.2%
Nc1nc(Nc2ccccc2)nc2c1ncn2[C@@H]1O[C@H](CO)[C@@H](O)[C@H]1O	nt	nt	-0.4	68	1%	nt	8%	i	4%	nt
CN(C)S(=O)(=O)c1ccc(Cl)c(C(=O)NCc2ccco2)c1	5%	10%	0.0	66	4%	1%	19%	i	-4%	-0.1%
COc1ccc(Cl)cc1S(=O)(=O)NC(C)C(=O)NCCCn1ccnc1 (stereo unspecified)	nt	nt	1.1	81	4%	nt	7%	nt	1%	nt
COc1cc(OC)c(S(=O)(=O)Nc2ccc(C(=O)N3CCCC3)cc2)cc1NC(C)=O	12%	-7%	0.0	35	7%	1%	-2%	i	-9%	-0.5%
Cc1ccc2nc(C3CCCN3Cc3nc(CCC(C)C)no3)[nH]c2c1 (stereo unspecified)	-1%	-2%	-0.5	60	1%	-13%	2%	i	-1%	0.1%
Cc1onc(-c2c(F)cccc2Cl)c1-c1nnc(-c2cccc3ccccc23)o1	-8%	9%	3.4	43	nt	30%	4%	i	nt	-0.2%
Cn1c(=O)c(=O)n(C)c2cc(S(=O)(=O)NCCOc3ccccc3)ccc21	2%	-7%	-1.1	40	nt	-14%	4%	i	nt	-0.6%
COC(=O)c1ccsc1NC(=O)c1ccccc1	-10%	-10%	-0.2	50	3%	15%	2%	i	-5%	-0.4%
C=CCN(c1ccccc1Cl)S(=O)(=O)c1cc(C(=O)N2CCCC2)ccc1Cl	-2%	4%	2.2	67	-8%	-2%	24%	i	2%	-0.1%
O=C(CSc1ncccc1-c1nc2ccccc2[nH]1)N1CCc2ccccc21	8%	1%	1.4	75	5%	14%	-11%	i	-1%	-0.1%
CCCCc1ccc(NC(=S)N2CCN(c3ccccn3)CC2)cc1	-4%	10%	0.3	66	2%	-8%	19%	nt	-5%	-0.1%
CCOC(=O)CCSc1n[nH]c(=S)s1	-4%	5%	0.3	44	13%	-34%	12%	i	-12%	-0.1%
O=C1Nc2ccccc2/C1=C\c1cccn1-c1ccc(OC(F)(F)F)cc1	26%	-1%	21	70	-4%	1%	5%	i	-7%	0.3%	NS5 inhibitors pilot replicate=5.4
N#Cc1cccnc1Nc1ccc(Cl)cc1	0%	-9%	-1.8	82	4%	-7%	9%	i	0%	0.0%
c1ccc(CSc2nnc3ccc(-c4cccs4)nn23)nc1	1%	-7%	2.8	43	-9%	32%	20%	i	-3%	-0.3%
O=C(NC1CCS(=O)(=O)C1)c1cccc(S(=O)(=O)N2CCCCCC2)c1 (stereo unspecified)	5%	9%	0.5	39	3%	-1%	3%	i	-12%	-0.2%
Nc1c(N2CCOCC2)cc(Cl)c2nonc12	-7%	16%	1.0	71	-2%	11%	30%	i	33%	-0.2%
COC(=O)c1ccc2nc(NC(=O)C(C)(C)C)sc2c1	1%	-9%	0.0	82	14%	12%	1%	i	-10%	0.0%
CN1CCN(C2=Cc3ccccc3Sc3cc(F)c(Cl)cc32)CC1	6%	-11%	5.0	45	1%	8%	-3%	i	-6%	-0.4%
CCC(=O)N(C)CCc1cc2c(c(OC)c1/C=N/NC(=O)[C@H]1C[C@@H]1c1ccccc1)OCO2	2%	6%	9.3	40	15%	1%	10%	i	3%	-0.1%
CC(C)Oc1cccc(C(=O)C2CCCN(Cc3ccc(Oc4ncccn4)cc3)C2)c1 (stereo unspecified)	2%	2%	1.0	68	0%	19%	13%	i	1%	0.2%
Remaining list, next part
SMILES	GPR55 antagonists	GPR35 antagonists	NTR1 ag	NTR1 ag cell count 20 µM	MgcRacGAP inhibition	AID2073	SV40 large T antigen	Yfh1-depleted yeast	NS5 inhibitors	GPR55 activation	others
COc1ccc(CN2C3CCCC2CC(NC(=O)c2cccc(F)c2)C3)cc1 (stereo unspecified)	15%	5%	-0.9	51	1%	14%	9%	nt	7%	-0.1%
Cn1ccc(C(=O)OCC(=O)Nc2cccc(Cl)c2)n1	2%	4%	-2.1	50	9%	-6%	6%	nt	-2%	-0.2%
Cc1cc(OC(C)C(=O)NCCc2c[nH]c3ccccc23)c2c(C)cc(=O)oc2c1 (stereo unspecified)	-6%	-1%	1.2	76	2%	-3%	14%	nt	-2%	0.2%
Cc1ccc(C(=O)Nc2nccs2)s1	-5%	-7%	-1.1	98	4%	3%	5%	nt	-7%	0.3%
Cc1c(C)c(C)c(S(=O)(=O)N2CCNCC2)c(C)c1C	-4%	-7%	2.5	40	-4%	-13%	10%	i	-9%	-0.3%
O=C(O)CCCC(=O)Nc1nc(-c2ccc(F)cc2)cs1	0%	16%	1.2	30	0%	1%	nt	i	2%	0.3%
O=C(CN(C1CCCCC1)S(=O)(=O)c1ccc(Cl)cc1)N1CCOCC1	3%	-12%	-1.1	83	4%	-12%	-1%	i	-1%	-0.1%
Cc1ccc2c(CSc3nncs3)cc(=O)oc2c1	-1%	-2%	0.2	52	12%	-10%	-4%	i	-3%	-0.3%
COc1cc(C(C)=O)ccc1COc1ccc(C(=O)OCC(=O)NC(C)(C)C)cc1OC	-4%	-15%	1.0	33	-4%	7%	10%	i	-2%	0.7%
CCOc1ccc(-c2cc(C(=O)N3CCCC3)c3ccccc3n2)cc1	1%	-14%	0.3	64	2%	40%	11%	nt	6%	0.2%
Cn1c(N)c(C(=O)CSc2nnc(-c3ccccc3F)n2C2CC2)c(=O)n(C)c1=O	0%	-2%	4.3	62	5%	3%	11%	i	-11%	-0.4%
CCOC(=O)C1C2C=CC3(CN(Cc4ccco4)C(=O)C13)O2 (stereo unspecified)	6%	-10%	-1.1	91	9%	13%	6%	i	-2%	0.6%
CC(=O)N1CCN(C(=O)COc2ccc(N(C)S(=O)(=O)c3cccs3)cc2)CC1	6%	-7%	2.9	48	-10%	-9%	9%	i	2%	0.0%
OCC1(CCc2ccccc2)CCN(Cc2ccccc2Cl)CC1	-6%	-4%	1.1	59	9%	-5%	9%	i	-3%	0.3%
COc1ccc(OC)c(NS(=O)(=O)c2c(C(=O)N3CCCCCC3)c(C)n(C)c2C)c1	7%	-5%	0.0	67	-16%	-8%	-6%	nt	-5%	-0.1%
O=C(NC(=S)NCc1nc2ccccc2[nH]1)c1ccc(F)cc1	4%	-5%	0.7	53	-1%	-7%	4%	i	0%	-0.4%
CCOc1ccc(-c2cc(CCCC(=O)NCCC(C)C)no2)cc1	11%	0%	-0.7	81	1%	2%	7%	i	nt	-0.2%
O=C(NCc1ccco1)C(=S)N1CCCC1	4%	2%	2.6	57	-11%	-7%	4%	i	-1%	-0.2%
O=c1ccc2cc(S(=O)(=O)Nc3ccc(Br)cc3)ccc2o1	7%	3%	1.1	64	5%	-5%	8%	nt	1%	-0.1%
COc1ccc(C(=O)Nc2cnc(NC(=O)c3cccs3)cc2C)cc1	2%	12%	-0.9	48	11%	7%	-4%	nt	-5%	0.0%
CCn1c2ccccc2c2nc3cc(S(=O)(=O)N4CCOCC4)ccc3nc21	10%	0%	nt	nt	-6%	47%	11%	nt	26%	0.2%
COc1ccc(/C=N\NC(=O)c2ccccc2Br)cc1COc1ccc(F)cc1	-14%	10%	3.7	52	5%	8%	0%	nt	-6%	-0.1%
C=C(C)C(=O)Nc1cccc(C2=NOC3(C2)C[C@@H](C(N)=O)N(C(=O)C2(C)CC2)C3)c1 (stereo partly specified)	2%	-8%	-2.9	109	-11%	1.8µM*	8%	i	2%	-0.2%
O=C(NCCN1CCOCC1)c1cc(Cl)ccc1[N+](=O)[O-]	5%	-12%	0.0	55	nt	-2%	-3%	i	nt	-0.3%
CCN(CC)c1ccc(NC(=O)Cn2nnc(-c3cccc(OC)c3OC)n2)c(C)c1	7%	-17%	-0.6	82	3%	-5%	21%	i	4%	-0.2%	NS5 inhibitors pilot replicate=0.0
Cc1cccc(C)c1NC(=O)CCCN1CC(C)OC(C)C1 (stereo unspecified)	5%	5%	-1.0	66	7%	-1%	7%	i	2%	-0.1%
Cc1ccc(C(=O)OCC(=O)Nc2ccc3[nH]c(=O)[nH]c3c2)cc1S(=O)(=O)N1CCOCC1	nt	nt	0.1	65	3%	nt	8%	nt	-5%	nt
COc1ccc(NC(=O)CCSc2ccc(C)cc2)cc1	13%	-6%	-0.3	61	2%	-1%	3%	i	0%	0.1%

Structures above that have an aryl thioether with sulfur outside any ring (6):
SMILES	GPR55 antagonists	GPR35 antagonists	NTR1 ag	NTR1 ag cell count 20 µM	MgcRacGAP inhibition	AID2073	SV40 large T antigen	Yfh1-depleted yeast	NS5 inhibitors	GPR55 activation	others
O=C(CSc1ncccc1-c1nc2ccccc2[nH]1)N1CCc2ccccc21	8%	1%	1.4	75	5%	14%	-11%	i	-1%	-0.1%
CCOC(=O)CCSc1n[nH]c(=S)s1	-4%	5%	0.3	44	13%	-34%	12%	i	-12%	-0.1%
c1ccc(CSc2nnc3ccc(-c4cccs4)nn23)nc1	1%	-7%	2.8	43	-9%	32%	20%	i	-3%	-0.3%
Cc1ccc2c(CSc3nncs3)cc(=O)oc2c1	-1%	-2%	0.2	52	12%	-10%	-4%	i	-3%	-0.3%
Cn1c(N)c(C(=O)CSc2nnc(-c3ccccc3F)n2C2CC2)c(=O)n(C)c1=O	0%	-2%	4.3	62	5%	3%	11%	i	-11%	-0.4%
COc1ccc(NC(=O)CCSc2ccc(C)cc2)cc1	13%	-6%	-0.3	61	2%	-1%	3%	i	0%	0.1%

Bioassay records from PubChem BioAssay.
